# Screening results as filed in PubChem BioAssay.
# VLA-4 inh: inhibition in a human VLA-4 binding assay; P13612; VLA-4 expressing cells, ligand binding flow cytometry; inhibition, % (about 7 µM as worked out from the volumes in the protocol); actives 0.2% (n = 330,000); in the data active = inhibition above about 50%
# AGP1 TOR yeast: alters AGP1-GFP fluorescence in TOR pathway yeast screen; actives 0.02% (n = 320,000); S. cerevisiae AGP1-GFP multiplex flow cytometry, 3 h; GFP as percent of DMSO wells; GFP response vs DMSO, % at 10 µM; AID 2066;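 active = GFP response relative to DMSO above a set limit, near screen average plus 3 SD, cut at about 150% in these data; inconclusive = fewer than 70 cells counted for the yeast strain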;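 note: median GFP channel fluorescence of the gated AGP1 strain per well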
# CIT2 TOR yeast: modulators of TOR pathway CIT2-GFP in S. cerevisiae; AID 2029; actives 0.065% (n = 320,000); GFP response vs DMSO, % at 10 µM; S. cerevisiae CIT2-GFP strain, flow cytometry, 3 h; 100 means same as DMSO wells;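 active = GFP response relative to DMSO above a set limit, near the screen mean plus 3 SD, cut at about 150% in these data; inconclusive = Fewer than 70 cells measured for a yeast strain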;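 note: ratio of well median GFP fluorescence to mean of DMSO wells on the plate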
# MEP2-GFP yeast: yeast TOR pathway MEP2-GFP modulation | actives 0.51% (n = 330,000) | S. cerevisiae MEP2-GFP strain, flow cytometry GFP, 3 h; 100% = DMSO control level | GFP response vs DMSO, % at 10 µM;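 active = GFP response versus DMSO above a set limit, roughly screen mean plus 3 SD, cut at about 180% in these data; inconclusive = fewer than 70 cells counted for a yeast strain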;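 note: median GFP fluorescence of the barcode-gated MEP2-GFP cells per well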
# LAP4 TOR yeast: alters LAP4-GFP fluorescence in TOR pathway yeast screen; actives 0.34% (n = 320,000); GFP response vs DMSO, % at 10 µM; AID 2023; S. cerevisiae LAP4-GFP multiplex, flow cytometry GFP, 3 h; median GFP as percent of DMSO wells;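 active = GFP response vs DMSO above a set limit, about the screen mean plus 3 SD, cut at about 150% in these data; inconclusive = under 70 cell events counted for the yeast strain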
# GRK2 inh: inhibitors of human GRK2 displacing RNA aptamer | P25098 | bead flow cytometry, FAM-aptamer displacement from GRK2 | inhibition of aptamer binding, % at 10 µM | actives 0.59% (n = 330,000) | AID 488847;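 active = inhibition of aptamer binding above 40%, roughly 3 SD of noise, on plates passing a quality check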;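 note: median bead fluorescence of bound FAM aptamer so fluorescent compounds give negative values; no value below 0 was filed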
# Target sequence (P25098 whole entry, looked up): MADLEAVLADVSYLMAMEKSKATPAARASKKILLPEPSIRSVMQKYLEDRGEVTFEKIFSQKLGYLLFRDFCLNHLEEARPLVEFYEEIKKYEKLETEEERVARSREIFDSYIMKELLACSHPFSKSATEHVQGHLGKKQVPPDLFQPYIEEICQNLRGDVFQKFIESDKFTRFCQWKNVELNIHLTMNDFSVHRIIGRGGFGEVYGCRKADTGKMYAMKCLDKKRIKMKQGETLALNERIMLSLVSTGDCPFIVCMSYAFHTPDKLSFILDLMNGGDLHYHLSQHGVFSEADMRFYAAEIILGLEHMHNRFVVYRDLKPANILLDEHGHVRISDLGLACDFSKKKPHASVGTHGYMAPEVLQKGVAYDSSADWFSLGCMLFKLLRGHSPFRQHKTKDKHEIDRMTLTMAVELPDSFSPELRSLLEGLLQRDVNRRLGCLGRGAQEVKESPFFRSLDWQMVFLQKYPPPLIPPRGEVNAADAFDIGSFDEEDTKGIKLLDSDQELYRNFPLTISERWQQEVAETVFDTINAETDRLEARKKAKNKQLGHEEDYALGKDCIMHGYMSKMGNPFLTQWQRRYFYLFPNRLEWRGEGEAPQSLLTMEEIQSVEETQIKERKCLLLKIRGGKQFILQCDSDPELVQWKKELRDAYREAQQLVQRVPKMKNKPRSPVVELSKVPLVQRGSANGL
# RPL19A-GFP yeast: yeast TOR pathway RPL19A-GFP modulation; S. cerevisiae RPL19A-GFP strain, flow cytometry, 3 h; hits give low values; percent response vs DMSO, % at 10 µM; actives 0.3% (n = 330,000);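 active = percent response vs DMSO below 50%; inconclusive = fewer than 70 events counted for the yeast strain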;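 note: median channel GFP fluorescence of the barcoded RPL19A-GFP strain; ratio of sample median GFP to plate DMSO average so 100% = DMSO; lower means less RPL19A-GFP as with rapamycin TOR inhibition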
# GASC-1 inh: human JMJD2C demethylase inhibition; GST-JMJD2C(1-420) H3K9me3 demethylation, DELFIA europium; Q9H3R0; inhibition, % at 2.35 µM; actives 0.069% (n = 330,000);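 active = more than half of a compound's replicate wells show inhibition beyond 50%, single wells judged on their own value; inconclusive = some, but no more than half, of replicates pass 50% inhibition; inactive = no replicate passes 50% inhibition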;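 note: signal counts dimethyl H3K9 product captured on neutravidin plate; 0% = median of DMSO wells and 100% = 0.3 times that DMSO median; strong numbers were not always called active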
# Target sequence (Q9H3R0 1-420 limits assumed): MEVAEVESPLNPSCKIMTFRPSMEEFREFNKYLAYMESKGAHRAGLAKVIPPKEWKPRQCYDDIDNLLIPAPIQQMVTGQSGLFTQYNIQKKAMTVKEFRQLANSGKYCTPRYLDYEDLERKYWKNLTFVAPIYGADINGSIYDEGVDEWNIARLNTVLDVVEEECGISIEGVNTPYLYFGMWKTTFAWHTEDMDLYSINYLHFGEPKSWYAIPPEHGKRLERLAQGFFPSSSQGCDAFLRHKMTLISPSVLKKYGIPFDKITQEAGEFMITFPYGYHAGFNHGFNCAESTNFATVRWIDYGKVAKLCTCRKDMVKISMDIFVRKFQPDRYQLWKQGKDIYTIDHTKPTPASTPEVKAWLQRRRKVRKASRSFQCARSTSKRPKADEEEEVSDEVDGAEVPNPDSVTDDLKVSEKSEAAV
# * marks the source's active call; other numbers are inactive results; ? = inconclusive; . = not tested or not shown; & = joins results of further samples; [ ] = dose if it differs, or a comment.
cpd	VLA-4 inh	AGP1 TOR yeast	CIT2 TOR yeast	MEP2-GFP yeast	LAP4 TOR yeast	GRK2 inh	RPL19A-GFP yeast	GASC-1 inh	Structure
1	7	97	94	90	96	0	89	-9	CCOC(=O)C1=C(COC(=O)Cc2ccc(Br)cc2)NC(=O)NC1C (centres undefined)
2	-4	99	96	95	93	2	95	10	COC(=O)c1sc(NC(=O)CSc2nc3cccnc3n2C2CCCCC2)nc1C
3	8	103	107	104	99	2	99	-2	Cc1ccc(C(=O)Nc2cccc(C(=O)N3CCN(C)CC3)c2)cc1
4	20	106	107	104	100	0	104	33	Cc1cccc(C)c1NC1=NC(=S)N(c2ccc(C(=O)O)cc2)C12CCCCC2
5	13	109	104	108	108	4	111	3	Cc1ccccc1C(=O)N1CCC(C(=O)Nc2cccc(S(=O)(=O)N3CCCCC3)c2)CC1
6	7	95	85	87	94	0	96	1	CCOc1ccc(N/C=C/C(=O)c2ccccc2)c([N+](=O)[O-])c1
7	-20	122	112	106	112	0	97	2	COc1c(C)cc(NC(=O)c2ccc3c(c2)NC(=O)CO3)cc1C
8	35	96	94	97	106	0	98	2	Cc1ccc(Cl)cc1N1CCN(Cc2nc3c(c(=O)[nH]c(=O)n3C)n2Cc2ccccc2F)CC1
9	-2	95	99	101	99	0	98	3	CC(C)Cc1nc(C(N)=O)c2[nH]c(=O)n(-c3ccc(F)cc3)c2n1
10	3	90	88	90	99	4	97	20	COc1cc2ncnc(NCc3ccc(Cl)cc3)c2cc1OC
11	-4	100	101	101	101	0	102	5	O=C(O)COc1ccc(Oc2ccccc2)cc1
12	-3	103	97	97	117	1	98	6	O=C(Cc1csc(-c2cccc(Cl)c2)n1)Nc1cccc(S(=O)(=O)NC2=NCCC2)c1
13	2	79	84	98	87	0	90	-1	COc1ccc(OCC(=O)Nc2ccc3c(c2)nc(CN2CCCC2)n3C)cc1
14	6	111	103	105	99	1	103	-3	CCOc1ccccc1CNC(=O)c1cn(C)c(=O)c2c1c1ccccc1n2C
15	2	91	99	105	90	0	106	5	CCc1ccc(CCC(=O)Nc2ccc(Br)cc2)o1
16	11	101	92	95	103	7	101	21	O=C(CCCCCN1C(=O)c2ccccc2C1=O)Nc1ccccc1F
17	-11	98	103	100	111	2	100	-2	CCOC(=O)N1CCN(c2nc3ccccc3nc2C(C#N)C(=O)NCCc2ccccc2)CC1 (centres undefined)
18	-9	106	103	100	91	1	101	17	CCOC(=O)N1CCN(C(=O)CS(=O)(=O)Cc2nc(-c3ccccc3F)oc2C)CC1
19	6	100	100	98	97	1	102	28	COc1cc(/C=C/c2ccc3cccc([N+](=O)[O-])c3n2)ccc1OCC#N
20	1	98	99	99	95	1	98	-2	N#Cc1nc(-c2ccco2)oc1N1CCOCC1
21	17	94	85	100	94	0	91	-1	C[C@H]1COC(=O)[C@@H](Cc2ccc(F)cc2)CC/C=C/C[C@H](CC(=O)N(CCO)Cc2ccccc2)C(=O)N1
22	6	97	98	96	95	0	99	-29	CN(CC(=O)Nc1ccccc1Br)C(=O)CCC1CCCC1
23	1	95	97	108	92	1	102	-5	COc1cc(NC(=O)CC(C)n2ccnc2)cc(OC)c1 (centres undefined)
24	5	97	89	95	100	1	94	-12	COc1ccc(Cl)cc1Nc1cc(C)nc2ccccc12
25	5	115	119	114	110	0	105	5	Cc1cc(C)n2nc(SCCC(=O)NCCc3ccccc3)nc2n1
26	-12	101	103	96	105	2	98	-7	O=C(CSc1nnc(CNC(=O)c2c(F)cccc2F)o1)NCc1ccccc1
27	5	94	90	91	103	0	93	1	O=C(CCn1nnc2ccccc21)Nc1nnc(Cc2ccccc2)s1
28	-6	104	99	102	98	0	98	-3	Cc1cc(C)n(C(=O)CNC(=O)c2ccco2)n1
29	6	96	95	100	101	5	94	8	COc1ccccc1NS(=O)(=O)c1cccc(C(=O)NNC(=O)C(NC(N)=O)C(C)C)c1 (centres undefined)
30	6	100	105	106	101	0	100	-3	CCS(=O)(=O)c1nc(S(=O)(=O)c2ccc(C)cc2)c(N2CCN(C)CC2)s1
31	3	101	93	101	106	0	99	-3	COc1ccc(/C=c2\s/c(=C\C(=O)C(C)(C)C)[nH]c2=O)cc1O
32	29	90	95	102	113	2	99	5	Cc1nc(-n2nnc3ccccc32)c2c3c(sc2n1)CCCC3
33	13	107	106	103	94	3	100	-6	CC(C)OP(=O)(c1ccccc1)c1ccccc1
34	14	104	?	?	?	0	98	-12	OC(COc1ccccc1Cl)CN1CCN(CC(O)COc2ccccc2Cl)CC1 (centres undefined)
35	-1	93	94	99	92	0	90	3	O=S(=O)(NCC(c1ccc2c(c1)OCO2)N1CCOCC1)c1ccc(Cl)cc1 (centres undefined)
36	15	103	102	105	95	0	101	3	COCCNC(=O)c1ccc(CN2CCc3ccccc3C2)cc1

# The final three entries of the part before lead into the next:
cpd	VLA-4 inh	AGP1 TOR yeast	CIT2 TOR yeast	MEP2-GFP yeast	LAP4 TOR yeast	GRK2 inh	RPL19A-GFP yeast	GASC-1 inh	Structure
34	14	104	?	?	?	0	98	-12	OC(COc1ccccc1Cl)CN1CCN(CC(O)COc2ccccc2Cl)CC1 (centres undefined)
35	-1	93	94	99	92	0	90	3	O=S(=O)(NCC(c1ccc2c(c1)OCO2)N1CCOCC1)c1ccc(Cl)cc1 (centres undefined)
36	15	103	102	105	95	0	101	3	COCCNC(=O)c1ccc(CN2CCc3ccccc3C2)cc1
37	0	100	99	97	83	3	100	3	CS(=O)(=O)N1CCN(c2ccccc2NC(=S)NC(=O)c2ccco2)CC1
38	17	100	98	104	100	1	101	-7	CCc1ccc(-c2cc(C)no2)cc1S(=O)(=O)NC(C)Cc1ccco1 (centres undefined)
39	-7	102	102	101	98	2	98	8	COc1ccccc1/C=N/N1C(=O)c2cccc3cccc(c23)C1=O
40	-9	101	101	105	97	0	106	19	O=C(O)c1ccc(N/N=C/c2ccc(-c3ccc(Br)cc3)o2)cc1
41	4	95	95	96	88	0	98	-3	CC(C)C(=O)Nc1nc(-c2ccc(S(=O)(=O)N3CCOCC3)cc2)cs1
42	-7	87	84	90	88	0	95	7	N#CCN1CCN(CCC(=O)Nc2ccc(OCc3ccccc3)cc2)CC1
43	-3	114	102	104	104	6	113	-26	Cc1ccc(S(=O)(=O)N2CCOCC2)cc1C(=O)Nc1cccc(S(=O)(=O)N2CCCC2)c1
44	-18	105	109	131	107	0	92	14	O=C(Cn1c(CC(=O)N2CCCC2)nc2ccccc21)NCc1ccccc1
45	1	105	108	101	101	0	104	31	O=C(NCc1nnc(SCC(=O)N2CCCCC2)o1)c1c(F)cccc1F
46	7	98	87	93	88	0	94	11	COc1ccc2cc(-c3[nH]ncc3CN3CCCC3c3nonc3C)ccc2c1 (centres undefined)
47	-7	96	97	100	87	26	97	4	CC(C)CC(=O)NC(=S)Nc1ccc(S(=O)(=O)NC(C)(C)C)cc1
48	0	98	90	96	87	1	96	-10	COc1ccc(CCNC(=O)CS(=O)(=O)c2cn(CC(=O)N3CCOCC3)c3ccccc23)cc1OC
49	3	100	106	106	96	0	116	-4	CCN(CC(=O)Nc1c(F)cccc1F)C(=O)CCc1c[nH]c2ccccc12
50	3	92	97	96	91	0	96	22	Cc1cc(/C=C2\SC(=O)N(C)C2=O)c(C)n1-c1ccc(O)cc1
51	5	98	95	104	100	0	100	-13	CN(c1ccccc1)S(=O)(=O)c1cccc(C(=O)OCC(=O)Nc2ccc3[nH]c(=O)[nH]c3c2)c1
52	0	102	97	97	98	0	94	25	COc1cc(CNCc2ccccc2)c(Br)cc1OC1CCCC1
53	42	105	121	119	116	0	102	2	Cc1ccc(S(=O)(=O)N2CCN(C(=O)COC(=O)CCc3ccccc3)CC2)c(C)c1
54	-5	105	107	108	105	12	103	-5	Cc1cccnc1CCNC(=O)CC1C(=O)NCCN1CC1CCCCC1 (centres undefined)
55	-9	105	105	92	101	0	99	-4	Cc1cc(C)cc(NC(=O)CN2CCN(C(=O)C3CCCO3)CC2)c1 (centres undefined)
56	8	97	95	104	102	5	100	5	O=C(C1CC(=O)N(C2CCCC2)C1)N1CCC(Cc2ccccc2)CC1 (centres undefined)
57	-1	100	99	100	112	0	100	30	CCOC(=O)C1=C(C)N(C2CCCCC2)C(=O)C1
58	7	97	88	89	93	9	95	-3	CCCNC(=O)Nc1nc2ccccc2s1
59	-5	107	102	102	104	2	102	8	CC(C)Cn1c(N)c(C(=O)COC(=O)c2cc(C(F)(F)F)nc3c(C(F)(F)F)cccc23)c(=O)n(C)c1=O
60	-5	98	105	96	102	0	101	-7	CC(=O)c1cccc(-n2c(CCC(=O)O)ccc2-c2ccc(C)cc2)c1
61	5	112	108	105	110	1	118	-4	Cc1cc(C)n2nc(SCC(=O)Nc3ccc(F)cc3[N+](=O)[O-])nc2n1
62	8	105	101	104	102	0	97	-6	Cc1sc(NC(=O)c2ccccc2)c(C#N)c1-c1ccccc1
63	-3	108	107	104	104	1	111	3	O=C(c1ccco1)N1CCN(C(=O)c2ccc(COc3ccc(Cl)cc3Cl)o2)CC1
64	0	94	94	97	99	3	96	.	CC1CCC(NC(=O)COC(=O)C2=NN(c3ccccc3)C(=O)CC2)CC1 (centres undefined)
65	-1	?	?	84[may fluoresce violet]	105[may fluoresce violet]	0	50*[may fluoresce violet]	48	Cc1ccccc1CNc1nnnn1C
66	-2	111	106	104	106	0	104	.	CON(C)C(=O)c1ccccc1N(C)C(=O)OC(C)(C)C
67	9	96	93	101	101	5	105	-9	COc1ccc(NC(=S)N2CCc3ccccc3C2)cc1
68	9	102	96	106	97	2	104	-28&22	Cc1cc(C(=O)CSc2nnc(-c3ccccc3)n2Cc2ccc3c(c2)OCO3)c(C)n1C
69	12	100	101	108	93	1	99	-1	O=C(N/C(C(=O)N1CCOCC1)=C(\Sc1ncccn1)c1ccccc1)c1ccccc1
70	-18	99	105	102	103	0	87	2	COc1cccc(C2C3(C#N)C(N)=NC(OC)(OC)C23C#N)c1 (centres undefined)
71	-11	103	104	105	98	1	98	6	CCOc1ccc(/C=C/C(=O)N(C)CC(=O)Nc2cccc(F)c2)cc1OCC
72	24	103	99	103	95	2	104	1	CN(C)CCNC(=S)Nc1cccc(Cl)c1
73	-14	100	103	89	100	4	99	1	COc1ccc(NS(=O)(=O)c2cccc3cccnc23)cc1OC
74	2	99	101	96	95	5	97	6	C/C(=N\NC(=O)c1cccc(Br)c1)c1cccc(NC(=O)c2ccc(C)o2)c1
75	35	94	95	92	87	1	97	-1	COc1ccc(C(=O)CSc2n[nH]c(-c3ccncc3)n2)cc1[N+](=O)[O-]
76	-90	93	94	95	98	0	101	0	C#CCSc1nc(-c2ccccc2)cc(C(F)(F)F)c1C#N
77	2	82	86	86	85	0	86	4	Cc1cc(C)n2cc(CSC3=NCCS3)nc2n1
78	7	96	94	94	91	2	100	-7	COc1ccc(C)cc1NC(=O)n1ncc2c(C)cccc21
79	9	96	107	108	95	4	94	16	CCn1cc(Br)c(C(=O)NC(=S)Nc2ccc(C(=O)OC)cc2)n1
80	6	98	102	93	95	0	97	-6	CC(C)CN(C(=O)COC(=O)c1nc(Cl)ccc1Cl)c1c(N)n(Cc2ccccc2)c(=O)[nH]c1=O
81	24	106	97	99	96	1	98	-1	CCOC(=O)Cc1nnc(NC(=O)CSc2ccc(C)cc2)s1
82	-3	106	98	95	105	0	95	39	O=C1C2C3CC(C2C(=O)N1c1cccc(Cl)c1)[C@H](O)C3O (some centres undefined)
83	10	94	92	94	99	0	97	-18	COCCNc1nnc(SCC(=O)NNC(=O)c2ccccc2)s1

# Rows are unselected; overall some 1.7% were active at least once.
